MITF inh – human MITF inhibition, primary screen; O75030; AlphaScreen MITF homodimerization, bead proximity signal; inhibition, % at 2.6 µM; actives 0.91% (n = 650,000); in the data active means inhibition above about 50%;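 further: 0% = vehicle wells with protein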
Target sequence (O75030 whole entry, looked up): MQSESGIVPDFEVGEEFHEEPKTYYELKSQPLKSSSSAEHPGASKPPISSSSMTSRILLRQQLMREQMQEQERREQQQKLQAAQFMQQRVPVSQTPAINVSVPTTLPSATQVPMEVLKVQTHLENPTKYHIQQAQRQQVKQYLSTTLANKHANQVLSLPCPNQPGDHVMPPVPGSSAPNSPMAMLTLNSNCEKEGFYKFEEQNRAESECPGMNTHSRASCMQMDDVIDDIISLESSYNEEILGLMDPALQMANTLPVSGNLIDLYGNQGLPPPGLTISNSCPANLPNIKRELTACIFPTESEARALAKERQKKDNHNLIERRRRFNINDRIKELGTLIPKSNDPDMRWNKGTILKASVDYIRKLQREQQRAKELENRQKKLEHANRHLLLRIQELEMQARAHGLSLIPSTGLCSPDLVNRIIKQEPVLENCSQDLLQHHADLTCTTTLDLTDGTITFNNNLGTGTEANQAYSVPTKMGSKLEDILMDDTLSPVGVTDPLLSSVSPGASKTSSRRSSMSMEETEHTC
FBW7 activator – activators of human E3 ligase FBW7 | Q969H0 | AlphaScreen FBW7–phospho-cyclin E peptide binding, activator screen | normalized activity (activation), % at 26.1 µM | actives 0.13% (n = 650,000) | AID 1259310; in the data active means normalized activity above about 1.9%;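 further: purified mutant Fbw7 with reduced substrate affinity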
GPR151 activ – activates the human receptor GPR151; actives 1% (n = 650,000); activation, % at 11.2 µM; Q8TDV0; PathHunter beta-arrestin GPR151 cells, luminescence; in the data active means activation above about 4.9%;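 further: 0% = median of compound wells and 100% = cells with positive control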
Target sequence (Q8TDV0 whole entry, looked up): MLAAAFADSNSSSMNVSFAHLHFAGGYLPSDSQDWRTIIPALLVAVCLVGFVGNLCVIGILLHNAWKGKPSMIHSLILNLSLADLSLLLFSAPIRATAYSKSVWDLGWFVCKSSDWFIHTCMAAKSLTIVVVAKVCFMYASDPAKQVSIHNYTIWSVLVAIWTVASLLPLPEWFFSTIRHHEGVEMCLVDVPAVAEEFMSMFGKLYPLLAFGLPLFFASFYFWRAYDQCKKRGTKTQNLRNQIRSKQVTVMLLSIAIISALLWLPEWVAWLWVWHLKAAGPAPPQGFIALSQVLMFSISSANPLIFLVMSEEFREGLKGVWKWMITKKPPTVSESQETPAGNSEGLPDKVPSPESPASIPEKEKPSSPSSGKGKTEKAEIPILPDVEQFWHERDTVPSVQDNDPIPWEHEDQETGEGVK
TEAD-YAP block – TEAD-YAP interaction inhibition; HEK-TIYL cells, TEAD-Gal4/YAP UAS-luciferase luminescence; inhibition, % at 9.12 µM; actives 1.4% (n = 640,000); AID 1259422; in the data active means inhibition above about 32%;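 further: 0% = median of test compound wells and 100% = reference inhibitor wells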
* hit, by the source's call.

no.	structure	MITF inh	FBW7 activator	GPR151 activ	TEAD-YAP block
1	CN(C)CCNS(=O)(=O)c1ccc(Cl)cc1	9.8	0.0	1.0	7.4
2	Cc1ccc2nc(CNC(=O)CN3Cc4ccccc4OC(c4ccsc4)C3)cn2c1 (stereo not given)	12.3	0.5	-0.8	13.8
3	CS(=O)(=O)N1CCN(c2ccc([N+](=O)[O-])c(N3CCc4ccccc4C3)c2)CC1	-1.4	0.0	-0.4	3.2
4	COC(=O)c1ccc(C(=O)Nc2nnc(-c3ccc4c(c3)CCCC4)o2)cc1	-7.7	-0.1	6.0*	-8.0
5	Cc1ccnc(SCC(=O)N2CCOCC2)n1	5.4	-0.1	3.4	8.3
6	CCN1CCN(c2cc(C)c3cc(NC(=O)c4ccc(OC)c([N+](=O)[O-])c4)ccc3n2)CC1	10.2	-0.3	0.4	21.3
7	Cc1ccccc1NS(=O)(=O)c1ccc(CN2C(=O)c3cccnc3C2=O)s1	10.6	-0.3	-1.1	-7.3
8	OCC1CCCN1c1nc(NCCOc2ccccc2)c2ncn(-c3ccsc3)c2n1 (stereo not given)	-0.5	-0.2	-1.7	21.9
9	O=c1c2cc3c(=O)n(-c4ccc(Cl)c(Cl)c4)c(=O)c3cc2c(=O)n1-c1ccc(Cl)c(Cl)c1	0.0	-0.1	1.3	3.0
10	COc1cc(Br)c(NC(=O)COc2ccc(Br)cc2)c(Br)c1	-1.3	0.1	1.0	2.1
11	Cc1ccc(C2OC3(C(=O)c4ccccc4C3=O)C3C(=O)N(c4cccc(Cl)c4Cl)C(=O)C23)cc1 (stereo not given)	0.1	0.1	-0.4	0.9
12	O=[N+]([O-])c1ncn(C23CC4CC(CC(Cl)(C4)C2)C3)n1	-4.1	0.3	0.9	6.6
13	COc1ccccc1N1CCN(C2CCCN(C(=O)c3cc(C(C)C)on3)C2)CC1 (stereo not given)	-5.9	0.0	0.0	-11.9
14	COc1ccc(C(=O)N2CCC(n3nccc3NC(=O)Nc3ccccc3OC)CC2)cc1	16.5	0.1	0.2	-7.8
15	Cc1cc(NC(=O)c2ccccc2F)ccc1NC(=O)c1ccccc1	-7.5	-1.0	-3.1	-26.6

Five compounds already listed, arranged by formula weight, smallest number first:
no.	structure	MITF inh	FBW7 activator	GPR151 activ	TEAD-YAP block
5	Cc1ccnc(SCC(=O)N2CCOCC2)n1	5.4	-0.1	3.4	8.3
12	O=[N+]([O-])c1ncn(C23CC4CC(CC(Cl)(C4)C2)C3)n1	-4.1	0.3	0.9	6.6
3	CS(=O)(=O)N1CCN(c2ccc([N+](=O)[O-])c(N3CCc4ccccc4C3)c2)CC1	-1.4	0.0	-0.4	3.2
2	Cc1ccc2nc(CNC(=O)CN3Cc4ccccc4OC(c4ccsc4)C3)cn2c1 (stereo not given)	12.3	0.5	-0.8	13.8
11	Cc1ccc(C2OC3(C(=O)c4ccccc4C3=O)C3C(=O)N(c4cccc(Cl)c4Cl)C(=O)C23)cc1 (stereo not given)	0.1	0.1	-0.4	0.9

By substructure: those above with a thiophene ring, fused or not
no.	structure	MITF inh	FBW7 activator	GPR151 activ	TEAD-YAP block
2	Cc1ccc2nc(CNC(=O)CN3Cc4ccccc4OC(c4ccsc4)C3)cn2c1 (stereo not given)	12.3	0.5	-0.8	13.8
7	Cc1ccccc1NS(=O)(=O)c1ccc(CN2C(=O)c3cccnc3C2=O)s1	10.6	-0.3	-1.1	-7.3
8	OCC1CCCN1c1nc(NCCOc2ccccc2)c2ncn(-c3ccsc3)c2n1 (stereo not given)	-0.5	-0.2	-1.7	21.9

(next part)
no.	structure	MITF inh	FBW7 activator	GPR151 activ	TEAD-YAP block
16	Cc1ccc(C(=O)c2cccc(NC(=O)C(C)(C)C)c2)cc1C	-6.7	0.0	-0.9	-5.6
17	Cc1ccn2c(=O)c(C(=O)NCCCN3CC(C)CC(C)C3)c(O)nc2c1 (stereo not given)	8.5	0.2	1.9	0.6
18	Cc1cnn(C(=O)c2ccc(Cl)s2)c1	8.2	0.1	-0.4	-0.6
19	Cc1cc(Cl)ccc1C(=O)C1CCCN(C(=O)c2nonc2C)C1 (stereo not given)	-2.1	0.6	0.1	-13.4
20	COc1cc(C2CC(=O)NC3=C2C(=O)CC(C)(C)C3)cc(OC)c1O (stereo not given)	14.7	0.1	0.0	6.3
21	COC(=O)c1ccc(NC(=O)CSc2ncc(CO)n2Cc2ccc(F)cc2)cc1	-2.0	0.0	1.1	13.4
22	COc1cccc(NC(=O)C2(C#N)Cc3ccccc3N3CCCC32)c1 (stereo not given)	-7.1	-0.1	-1.5	-14.0
23	CCCSc1nnc(CNC(=O)c2ccccc2)o1	-2.8	-0.1	1.3	-8.6
24	Cc1cc([N+](=O)[O-])ccc1NC(=O)/C(C#N)=C/c1ccc(F)cc1	-3.0	0.0	-0.8	-16.5
25	CCOc1ccccc1NCn1nnc2ccccc21	-6.7	0.0	3.0	-7.7
26	COc1cc(SC)ccc1C(=O)Nc1ccccc1C#N	6.2	-0.3	0.6	-17.6
27	Cc1nc(N/N=C/c2ccccc2O)cc(N2CCCCC2)n1	21.0	-0.3	0.2	11.1
28	COc1ccc(CNC(=O)c2cnn3c(C)c(Cc4ccccc4F)c(C)nc23)cc1	8.1	0.0	1.7	-5.5
29	Cc1cccc2cc(CN(Cc3cccnc3)S(=O)(=O)c3ccccc3)c(=O)[nH]c12	16.1	0.2	-0.8	30.4
30	CC1=NN(c2cccc(Cl)c2)C(=O)/C1=C\c1ccc(OCc2ccccc2)cc1	-12.9	-0.6	-4.5	0.0

no.	structure	MITF inh	FBW7 activator	GPR151 activ	TEAD-YAP block
31	O=C(O)c1cc(NC(=O)c2ccc(N3C(=O)c4ccc([N+](=O)[O-])cc4C3=O)cc2)cc(C(=O)O)c1	10.8	0.2	-1.2	-7.8
32	COc1cccc(C2CC(=O)Nc3cc(OC)c(OC)c(OC)c32)c1OC(C)C (stereo not given)	26.7	0.0	2.3	-4.4
33	Nn1c(SCC(=O)Nc2ccccc2F)nnc1-c1ccc(Cl)cc1Cl	-26.0	0.2	0.7	-0.7
34	Cc1ccc(CCNC(=O)CS(=O)(=O)Cc2nc(-c3ccc(C)cc3)oc2C)cc1	6.0	-0.2	-0.7	1.2
35	COc1ccc(S(=O)(=O)N(Cc2nc(-c3ccccc3)no2)C2CCCCC2)cc1	1.8	0.2	1.5	-1.5
36	FC(F)(F)c1cccc(CNc2nc(N3CCN(Cc4ccc5c(c4)OCO5)CC3)nc3nc[nH]c23)c1	5.9	-0.3	-0.1	2.0
37	Cn1cnnc1SCCNC(=O)c1cc2ccccc2[nH]1	1.8	0.2	0.8	-24.1
38	Brc1cccc2sc(N3CCCCC3)nc12	0.0	-0.1	0.9	-21.7
39	Cc1cc(C(=O)Nc2cc([N+](=O)[O-])cc3oc(-c4ccccc4)cc23)on1	13.1	-0.1	2.1	6.2
40	COc1ccc(C2(CCN)CCOC(C)(C)C2)cc1 (stereo not given)	-4.3	-0.1	-0.6	11.2
41	Cc1cc(=O)oc2cc(NC(=O)c3sc4nc5n(c(=O)c4c3C)CCCC5)ccc12	-18.1	-0.3	0.5	-15.8
42	CCOC(=O)N1CCN(C(=O)c2sc3nc(C)nc(N(C)c4ccc(C(C)C)cc4)c3c2C)CC1	-25.2	0.2	-1.6	-11.7
43	COc1ccc(CN[C@H]2C[C@H]3C(=O)N[C@H](C)C(=O)N3C2)cc1	-3.1	0.0	-1.7	-6.3
44	CCc1ccccc1N(CC(=O)NCCSc1ccc(C)cc1)S(C)(=O)=O	11.2	0.2	-0.8	4.2
45	O=C(CSc1cn(CC(=O)N2CCCC2)c2ccccc12)Nc1cccc(Cl)c1	-2.8	0.1	-0.5	-1.1

no.	structure	MITF inh	FBW7 activator	GPR151 activ	TEAD-YAP block
46	Cc1ccc(-c2nc(CS(=O)CC(=O)NCCc3ccccc3)c(C)o2)cc1 (stereo not given)	16.3	-0.1	-0.3	-5.2
47	COC(=O)c1c(OCCc2cccs2)cc(=O)n2c1CCN(C)CC2	-19.2	0.1	1.8	-9.9
48	CCc1cccc(C)c1N1C(=O)CN(Cc2sccc2C)C1=S	7.5	0.1	-1.5	-3.2
49	CS(=O)(=O)Nc1ccc(S(=O)(=O)N2CCCCC2)cc1	-2.1	-0.1	-0.9	-2.3
50	O=C(O)c1ccc2c(c1)C1C=CCC1C(c1ccc(F)cc1)N2 (stereo not given)	29.6	-0.7	1.5	0.0
51	COCC(=O)Nc1c(C)nc2cnc(-c3ccc4ccccc4c3)cn12	7.7	0.6	-0.4	-5.5
52	COc1ccccc1CNC(=O)CC1Oc2ccccc2NC1=O (stereo not given)	-14.3	0.1	-1.0	-2.8
53	O=C(NCCO)c1cc(NCc2ccc3c(c2)OCO3)nc2ccccc12	-0.1	0.0	1.8	6.0
54	Cc1ccc(C2=NN(C(=O)CCN3CCCCC3)C(c3ccco3)C2)cc1 (stereo not given)	23.7	0.0	-0.4	-14.3
55	C[C@@H]1CN(Cc2nnnn2CC(=O)N2CCN(C)C[C@@H]2c2ccccc2)C[C@H](C)O1	1.7	0.0	0.2	-0.9
56	COc1cc2c(cc1NC(=O)c1ccc(C3CCCCC3)cc1)oc1ccccc12	8.2	0.7	0.2	1.1
57	CCC(=O)Nc1nc(-c2ccc(Cl)cc2)nc2c1c(=O)oc1ccccc12	-17.3	0.5	1.6	-5.0
58	CCOC(=O)C(C)Sc1ccc2nnc(-c3ccncc3)n2n1 (stereo not given)	8.8	-0.2	-1.2	-5.7
59	O=C(CN1C(=O)CCC1=O)Nc1ncc(S(=O)(=O)c2ccc([N+](=O)[O-])cc2)s1	20.5	0.1	0.4	-3.1
60	COc1ccccc1CNC(=O)c1sc2ncnc(N3CCN(c4ccccn4)CC3)c2c1C	8.1	-0.1	0.2	8.4

no.	structure	MITF inh	FBW7 activator	GPR151 activ	TEAD-YAP block
61	O=C1CC(NCc2cccc(C(F)(F)F)c2)C(=O)N1c1ccccc1 (stereo not given)	-10.8	-0.1	2.9	5.8
62	O=C(O)CCCC(=O)Nc1nc(-c2cccc(Br)c2)cs1	10.1	0.1	0.0	15.6
63	CN(CC(=O)Nc1ccccc1[N+](=O)[O-])S(=O)(=O)c1ccc(Br)cc1	7.7	0.0	0.4	-3.2
64	COc1ccc(C)cc1NC(=O)c1sc2ncn(Cc3ccccc3F)c(=O)c2c1C	21.4	0.4	-0.8	9.4
65	CN1C(=O)C(O)(C2CCCCCC2=O)c2ccccc21 (stereo not given)	-0.5	0.1	-0.2	5.5
66	CC(C)c1ccc(NC(=O)c2ccc(NCc3ccccc3Cl)c([N+](=O)[O-])c2)cc1	8.0	0.0	-0.8	-0.4
67	CCN(CC)C(=O)c1sc2c(c1C)c(=O)n(-c1ccc(C)c(C)c1)c(=O)n2CC(N)=O	-1.1	0.0	-1.2	-3.1
68	O=C1N[C@@H](Cc2ccc(Cl)cc2)C(=O)N2C[C@@H](NCc3cccc4ncccc34)C[C@@H]12	-2.5	0.1	-1.2	-9.4
69	CN(C)c1ccc(NC2CC(=O)N(c3ccc(O)cc3)C2=O)cc1 (stereo not given)	71.2*	-0.5	1.9	11.9
70	COc1cc([N+](=O)[O-])ccc1N1C(=O)c2ccccc2C1=O	6.2	0.0	0.1	11.2
71	FC(F)(F)c1ccc(CSc2c[nH]c3ccccc23)cc1	10.6	0.0	0.3	-18.8
72	CCc1ccc(OCC(=O)Nc2cccc(NC(=O)c3ccco3)c2)cc1	-0.4	0.0	-1.4	-4.1
73	CC(=O)c1ccc(NC(=O)C(C)N(C)C)cc1 (stereo not given)	-9.9	0.2	-2.6	-8.3
74	O=C(/C=C/c1cccs1)NC(=S)NCCCN1CCCC1=O	-0.3	-0.1	-0.5	-20.5
75	CCN(CC)C(=S)Nc1c(C)n(C)n(-c2ccccc2)c1=O	16.2	0.2	-2.3	-4.0

no.	structure	MITF inh	FBW7 activator	GPR151 activ	TEAD-YAP block
76	CCN1CCN(CCC(=O)Nc2cc(OC)cc(OC)c2)CC1	-14.8	0.0	0.7	3.3
77	C=CCNC(=O)[C@@H]1C=CCN1C(=O)c1ccccc1F	6.1	-0.1	-1.4	-4.8
78	CCN(CC)c1ccc2cc(C(=O)Nc3ccccc3)c(=O)oc2c1	-0.7	-0.1	1.4	-30.9
79	O=C(NC1CCCCC1)c1ccc2c(=O)n(Cc3cccc(Br)c3)c(=S)[nH]c2c1	9.3	-0.1	-1.3	-8.8
80	CCN(CCCNC(=O)CC1Nc2c3ccccc3nc(=S)n2C1=O)c1ccccc1 (stereo not given)	12.2	0.0	-0.3	15.4
81	Cc1ccc(C(=O)Oc2ccc(N(C)C3=NS(=O)(=O)c4ccccc43)cc2)cc1	5.7	0.0	0.3	10.2
82	CSc1nnc2c(n1)OC(c1ccccc1Cl)Nc1ccccc1-2 (stereo not given)	-3.1	-0.1	-0.4	5.8
83	COc1ccccc1-n1nnc(S(=O)(=O)c2ccc(C)cc2)c1C	2.1	0.2	1.5	6.7
84	CC(=O)N1CCC(N(C(=O)Nc2ccccc2)C(C)C)CC1	2.1	0.1	0.3	-9.8
85	Cc1c(Br)c([N+](=O)[O-])nn1C(C)C(=O)NCc1ccco1 (stereo not given)	12.3	0.1	0.6	5.1
86	Cc1cccc(OCC(=O)Nc2cc(-c3nn4c(C)nnc4s3)ccc2C)c1	9.9	0.7	-0.9	14.9
87	CCOc1ccc(CCN2C(=O)C3C4C=CC(C4)C3C2=O)cc1OCC (stereo not given)	14.7	-0.1	3.2	1.6
88	Cc1ccc(S(=O)(=O)N2CCCC2C(=O)O)s1 (stereo not given)	8.3	0.1	-1.3	7.3
89	O=C(NCCc1ccc(O)cc1)c1cncc(Nc2ccccn2)c1	18.9	0.1	-0.2	-2.3
90	CC1CCCCC1NC(=O)CSc1nnc(C(F)(F)F)n1C (stereo not given)	-3.9	0.5	1.9	8.2
91	CCOC(=O)c1c(C)c(C(=O)NCCN2CCOCC2)c(C)n1Cc1ccccc1	4.7	0.0	0.8	2.3
92	c1ccc(-c2ccccc2OCCCCNCCN2CCOCC2)cc1	11.5	0.1	0.2	-2.0

Source: PubChem BioAssay
